SR-BI DiI inh – inhibitors of SR-BI mediated HDL lipid uptake, primary screen, ldlA[mSR-BI] cells, fluorescence, single point; Scavenger receptor class B member 1 (Mus musculus), Q61009; ldlA[mSR-BI] CHO cells, DiI-HDL uptake fluorescence, 3 h; inhibition, % at 12.5 µM; 0.96% of 320,000 active; AID 488896, 2010;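 active = mean replicate inhibition of at least 70% and a set share of replicates each scoring 70 or more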;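 note: 0% = median of neutral control wells and 100% = median of positive control wells; values of inactives mirror those of a sister screen read the other way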
NSD2 HMT inh – NSD2 histone methyltransferase inhibitors, primary screen, biochemical, AlphaScreen, single concentration, set 2; Histone-lysine N-methyltransferase NSD2 (Homo sapiens), O96028; AID 743445, 2014; NSD2 peptide methylation, 120 min; inhibition, % at 12.5 µM; 0.54% of 310,000 active; in the data active = inhibition above about 50%
HTR5A ag ctr – HTR5A agonists in luminescence cell assay, primary screen, counter-screen for OPRM1-OPRD1 heterodimer agonist project, full-deck HTS | 5-hydroxytryptamine receptor 5A (Homo sapiens), P47898 | cell-based | activation, % at 9.3 µM | 0.61% of 340,000 active | AID 504692, 2011; in the data active = activation mostly above about 9.5%, no sharp cut-off; inactive = mostly below about 7.6%;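 note: 0% = cells with vehicle only and 100% = reference agonist; strong numbers were not always called active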
dFosB act – activators of delta FosB homodimer, primary screen, biochemical, fluorescence polarization, TAMRA-CDK5 oligo, single point; Protein FosB (Mus musculus), P13346; purified delta FosB; percent of positive-control signal above neutral wells; activation, % at 25 µM; 0.99% of 340,000 active;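 active = mean activation above about 17%, with every replicate also reaching it, limit read from the data, passing the limit was not always enough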;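 note: fluorescence polarization rise as delta FosB binds a TAMRA Cdk5 AP-1 oligo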
Target sequence (P13346 whole entry, looked up): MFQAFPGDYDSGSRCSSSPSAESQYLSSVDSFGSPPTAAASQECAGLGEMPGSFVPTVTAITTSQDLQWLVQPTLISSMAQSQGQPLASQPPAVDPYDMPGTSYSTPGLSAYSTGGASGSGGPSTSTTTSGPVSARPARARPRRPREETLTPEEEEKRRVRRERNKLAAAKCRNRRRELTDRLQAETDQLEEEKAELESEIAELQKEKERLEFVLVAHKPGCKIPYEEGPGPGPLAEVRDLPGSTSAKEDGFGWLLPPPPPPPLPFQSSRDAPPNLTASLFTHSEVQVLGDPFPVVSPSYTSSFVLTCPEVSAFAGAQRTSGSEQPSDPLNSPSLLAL
V-ATPase pH – regulators of yeast V-ATPase proton pumping, primary screen, pHLuorin cytosolic pH fluorescence; S. cerevisiae; response, % at 10 µM; 0.37% of 350,000 active; AID 504577, 2011; in the data active = response mostly above about 7.3%, no sharp cut-off; inactive = mostly below about 5.4%; note: actives read high; inactives centre near 0; some compounds called inactive have numbers as strong as hits; reference of the scale not given here
PvdQ acylase – P. aeruginosa PvdQ acylase inhibitors, primary screen, biochemical, fluorescence, plate reader and imaging, single point | PvdQ acylase [Pseudomonas aeruginosa LESB58] | purified PvdQ acylase | inhibition, % at 10 µM | 0.063% of 340,000 active | AID 488965, 2010; in the data active = inhibition above about 30%, passing the limit was not always enough;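 note: 0% = vehicle neutral wells and 100% = reference inhibitor wells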
HTR5A inv ctr – HTR5A inverse agonists in luminescence cell assay, primary screen, counter-screen for OPRM1-OPRD1 heterodimer inverse agonist project, full-deck HTS. HTR5A cell line, inverse agonism. inhibition, % at 9.3 µM. 5-hydroxytryptamine receptor 5A (Homo sapiens), P47898. AID 504634, 2011. 0.083% of 340,000 active; in the data active = inhibition mostly above about 23%, no sharp cut-off; inactive = mostly below about 18%;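 note: 0% = cells with DMSO and 100% = no-cell wells with DMSO; some compounds called inactive have numbers as strong as hits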
MITF act – activators of MITF-driven TRPM1 promoter reporter, primary screen, cell-based, SK-MEL-5, luciferase, single point; SK-MEL-5 TRPM1-promoter luciferase, 24 h; % of positive control, neutral wells = 0; activation, % at 12.5 µM; 0.75% of 300,000 active; AID 588334, 2011;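 active = mean activation of at least 80% with every replicate also reaching 80%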;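 note: 0% = neutral control wells and 100% = parthenolide positive control wells; values of inactives mirror those of a sister screen read the other way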
CDK5 inh – inhibitors of human CDK5/p35 kinase, primary screen, biochemical, single concentration. 0.01% of 330,000 active. Cyclin-dependent kinase 5 (Homo sapiens) + Cyclin-dependent kinase 5 activator 1 (Homo …. AID 488839, 2010. inhibition, % at 10 µM. Recombinant CDK5/p35, ADP-Glo luminescence, 60 min;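 active = highest replicate inhibition of at least 50% and at least 75% of replicates reaching 50%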;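 note: plate controls were DMSO neutral control for no effect and GW8510 at 10 µM for full effect; many of its hits are not listed in these tables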
Target sequence (Q00535 whole entry, looked up): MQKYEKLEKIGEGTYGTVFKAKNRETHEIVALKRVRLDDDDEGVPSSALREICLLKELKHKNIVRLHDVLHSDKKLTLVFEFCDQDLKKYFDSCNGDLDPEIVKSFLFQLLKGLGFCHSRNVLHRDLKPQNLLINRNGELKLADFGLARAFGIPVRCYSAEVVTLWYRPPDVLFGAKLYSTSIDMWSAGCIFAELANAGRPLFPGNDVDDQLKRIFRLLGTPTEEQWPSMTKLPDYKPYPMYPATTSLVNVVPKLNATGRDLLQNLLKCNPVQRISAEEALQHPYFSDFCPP
Target sequence (Q15078 whole entry, looked up): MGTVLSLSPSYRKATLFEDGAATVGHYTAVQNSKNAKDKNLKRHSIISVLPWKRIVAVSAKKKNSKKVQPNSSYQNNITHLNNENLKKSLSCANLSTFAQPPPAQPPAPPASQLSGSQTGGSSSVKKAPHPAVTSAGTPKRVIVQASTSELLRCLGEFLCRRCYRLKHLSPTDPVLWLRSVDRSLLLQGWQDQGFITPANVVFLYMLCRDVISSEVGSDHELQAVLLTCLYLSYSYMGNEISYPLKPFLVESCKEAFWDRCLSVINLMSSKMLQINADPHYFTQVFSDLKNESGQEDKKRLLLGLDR
Wnt bcat act – Wnt/beta-catenin pathway activators, primary screen, cell-based, plate reader, single point; AID 743398, 2014; activation, % at 9.35 µM; 1.2% of 300,000 active; Wnt/beta-catenin reporter cell assay, activator; in the data active = activation above about 30%, passing the limit was not always enough;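 note: 0% = neutral control wells and 100% = positive control wells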
The depositor's hits bear a star; x = no result given.

SMILES	SR-BI DiI inh	NSD2 HMT inh	HTR5A ag ctr	dFosB act	V-ATPase pH	PvdQ acylase	HTR5A inv ctr	MITF act	CDK5 inh	Wnt bcat act
COc1ccc(NC(=O)/C(C#N)=C/c2ccc(Sc3nncn3C)c([N+](=O)[O-])c2)cc1	38	11	7	-12	-4	-10	-19	-54	-0.2	1
Cc1noc(C)c1COC(=O)c1ccc2ccccc2n1	4	-2	-2	-16	-2	0	-11	-3	0.8	x
O=C(NCC1CCCO1)C(=O)NCC(c1ccco1)N1CCN(c2ccc(F)cc2)CC1 (stereo not drawn)	-10	0	0	-5	0	-7	-2	-8	-1.0	6
COc1ccc(-c2nc(C#N)c(NCCc3ccccc3)o2)cc1	34	-1	-3	-4	-3	-5	6	66	-0.1	19
CCCn1c(SCC(=O)N2CCCc3ccccc32)nnc1-c1ccco1	6	-2	-3	-8	0	-11	-1	1	-0.6	x
CCC(C)(C(=O)Nc1ccccc1C)N(C(=O)CNC(C)=O)c1ccc(C)cc1 (stereo not drawn)	-19	-1	-1	-5	0	-9	-7	-1	1.5	0
Cc1ccc(S(=O)(=O)CC(=O)Nc2nccs2)cc1	-33	-1	-3	0	-1	-13	7	6	-0.4	-2
Cc1ccc(C(=O)NNC(=O)C2CSC3(C)CCC(=O)N23)cc1 (stereo not drawn)	-12	-2	1	7	-4	0	12	18	0.8	1
CC(=O)Nc1ccc(S(=O)(=O)N2CCNC(=O)CC2)cc1	4	0	2	4	-4	1	-36	3	1.7	-1
COc1ccccc1OCc1cc(C(=O)N2CC3C[C@@H]4CC2C[C@H](C3)C4)no1	-18	-1	3	-1	-3	-13	-10	89*	x	23
COc1ccc(CN=Cc2c(O)[nH]c3ccccc23)cc1	1	13	-4	6	-3	-10	1	12	30	3
O=c1sc2ccccc2c(N2CCCC2)c1[N+](=O)[O-]	1	-2	-1	1	-1	5	11	5	1.1	-2
Cc1cc(NC(=O)CSc2nc(Cc3ccccc3)c(C)[nH]2)no1	x	-2	-1	-5	-3	-4	2	-20	0.0	-5
O=S(=O)(c1cccs1)N1CCN(c2ccccc2Cl)CC1	-15	-3	-2	-3	4	4	1	12	-0.8	4
CCCn1ncc(OC)c(Cl)c1=O	-14	10	0	-5	2	-9	-33	-10	-0.3	x
CCOCC(=O)Nc1nnc(COc2ccc(Cl)cc2)s1	-43	2	3	-6	5	8	-13	x	-2.5	1
COc1ccc(-n2c(Cn3c(=O)sc4ccccc43)nnc2SCC(=O)N2CCCC2)cc1	-7	x	-4	-3	0	-6	11	-4	-2.2	1
O=C(NCc1ccccc1Cl)C1CCCN(S(=O)(=O)c2cnc[nH]2)C1 (stereo not drawn)	-12	x	-2	-6	3	-12	5	-1	2.3	-1
O=C(NCCCNC(=O)c1cnccn1)c1ccc(Br)cc1	x	-1	4	-6	4	5	-22	-8	0.0	0
CC(C(=O)OCC(=O)c1cccc([N+](=O)[O-])c1)N1C(=O)C2C3C=CC(C3)C2C1=O (stereo not drawn)	x	-1	-7	-12	3	-10	19	x	-0.8	-2
COc1cc(CNC2CCCCCCC2)cc(Br)c1OCC#N	-10	x	1	-3	3	6	9	9	0.2	-4
C=CCN1C(=O)C2(OCCCO2)c2cc(C)ccc21	-2	2	5	1	-4	-10	-16	-5	0.9	-1
COc1ccc(N(CC(=O)Nc2nccs2)S(=O)(=O)c2c(C)[nH]c(=O)[nH]c2=O)cc1	-7	0	4	-2	-2	-18	25	-9	-2.7	-1
Nc1cccnc1Sc1cc(Cl)c(Cl)cc1Cl	12	-4	0	-1	1	-11	-39	x	-2.4	x
Cc1ccccc1CC(=O)Nc1cccc(S(=O)(=O)N2CCCC2)c1	-3	2	-1	-10	7	-16	3	-1	1.7	2
CCn1c(SCC(=O)Nc2cc3oc4ccccc4c3cc2OC)nnc1-c1cccs1	68	-8	-3	-7	0	-9	7	0	-1.6	9
CCOc1ccc(Br)cc1S(=O)(=O)NC1=NCCCCC1	-17	-1	0	1	0	-2	0	-1	0.9	-3
COCCn1nnnc1C(c1cccs1)N1CCCC(C)C1 (stereo not drawn)	3	0	6	-7	0	-2	-21	-4	0.2	0
O=C(Cc1ccc(Cl)cc1)Nc1ccccc1N1CCOCC1	-3	0	-1	-7	x	-14	-7	-10	1.0	x
CCc1c(C)sc(NC(=O)C2CCCCC2C(=O)O)c1C(N)=O (stereo not drawn)	-3	3	3	-3	1	-8	-6	10	-1.4	1
O=C(Nc1ccccc1)c1ccc(S(=O)(=O)N2CCC(C(=O)O)CC2)cc1	-8	0	0	4	-3	-12	3	5	1.2	1
COC(=O)[C@H]1Cc2c([nH]c3ccccc23)[C@H](c2ccccc2)N1	x	1	4	-4	-1	-10	-14	-12	0.9	-3
Nc1c(C(=O)NCCN2CCOCC2)c2nc3ccccc3nc2n1CCc1ccccc1	-9	-30	5	-2	-1	-18	-7	19	1.1	x
c1cc2ccc3ccc(-n4cnnn4)c4ccc(c1)c2c34	0	3	9	25*	-1	-19	-31	1	-0.2	0
COC(=O)c1cc2oc3ccccc3c2n1CC(=O)Nc1ccccc1OC	-11	-5	-9	-4	0	-11	22	14	1.9	x
Cc1ccc(C(C)(C)NC(=O)C2CCC(=O)N(C3CCCCCC3)C2)cc1 (stereo not drawn)	6	-2	0	-8	6	-15	-16	70	1.0	-3
CC(=O)c1c(C)[nH]c(C(=O)O)c1C	-3	3	-5	-4	2	-4	-4	-6	0.4	-2
Cn1c(=O)c2c(nc(CN3CCC(C(N)=O)CC3)n2Cc2c(F)cccc2Cl)n(C)c1=O	-5	5	0	-2	4	11	-6	x	-1.3	-2
N#Cc1nc(-c2cccs2)oc1NCc1ccccc1	-15	0	-3	0	0	-20	7	7	0.5	3
CCn1cc(C(=O)NCc2ccc3c(c2)OCO3)c(=O)c2cc(F)c(N3CCN(C(=O)c4ccco4)CC3)cc21	52	0	10	-6	0	5	5	-17	-1.3	x
O=C(CCNC(=O)c1ccccc1Cl)Nc1ccccc1N1CCCC1	5	-1	3	-4	4	-7	-8	8	-0.9	-2
O=C(COC(=O)c1ccccc1NCCO)NCCC1=CCCCC1	35	x	-4	-3	-1	-16	10	14	-0.9	1
COC(=O)Cc1ccc(OC(=O)CCS(=O)(=O)c2ccc(Cl)cc2)cc1	-27	2	10	-6	0	-9	4	3	3.0	-2
COc1ccc(CCNC(=O)COc2ccc(-c3ccc(C#N)cc3)cc2)cc1	8	-2	-1	3	0	-7	4	4	-0.3	-2
COc1cc2c(cc1OC)C(C)N(C(=O)Cn1ncc3c1-c1cc(C)ccc1OC3)CC2 (stereo not drawn)	30	x	5	-7	3	-8	-15	x	0.7	-2
COc1cccc(C(=O)NCCS(=O)(=O)NCc2ccccn2)c1	7	-2	2	-1	-6	-2	-1	3	0.2	-3
CC(C)OC(=O)c1nnn(-c2nonc2N)c1CN1CCCCCC1	-14	-2	1	-4	3	-8	-30	5	-1.1	-11
CCCSc1nc(=O)n2cc(C)ccc2n1	-20	1	1	0	4	-11	1	59	-0.6	9
O=C(O)c1ccc(Oc2cc(Oc3ccc(C(=O)O)cc3)cc([N+](=O)[O-])c2)cc1	-11	0	6	-8	-6	-9	7	-1	2.2	0
O=C(NC1CCCC1)C(c1cccnc1)N(C(=O)c1csnn1)C1CC1 (stereo not drawn)	-6	-1	-2	-3	1	-14	-17	x	-1.4	3
CC(=O)N(/N=C/c1cccc(C)c1)c1nc(-c2ccc(Br)cc2)cs1	27	1	2	0	5	3	-3	-17	-0.9	1
Cc1cc(C)c(S(=O)(=O)N2CCN(S(=O)(=O)N3CCC(C)CC3)CC2)c(C)c1	x	8	-2	-1	-5	-14	-8	-1	0.5	2
CCN(CC(=O)Nc1ccccc1OC)C(=O)CSCC(=O)Nc1cccc(C)c1	2	-1	3	-9	-5	-17	-8	-10	0.1	-2
Cc1ccc(-n2nc(C)c(=O)c(-c3ccccc3)c2NC(=O)c2cccs2)cc1	-7	-1	5	-2	1	-12	-12	4	0.1	-3
CS(=O)(=O)N1CCN(C(=O)c2cc(-c3cccnc3)nc3ccc(Br)cc23)CC1	-11	-2	2	-8	6	2	-6	-11	0.3	-1
CCOC(=O)c1cc(CC)sc1NC(=O)Cc1ccccc1	23	-1	-2	-5	-3	-10	20	15	0.2	x

Structures from the list above with a thiophene ring, fused or not:
SMILES	SR-BI DiI inh	NSD2 HMT inh	HTR5A ag ctr	dFosB act	V-ATPase pH	PvdQ acylase	HTR5A inv ctr	MITF act	CDK5 inh	Wnt bcat act
O=S(=O)(c1cccs1)N1CCN(c2ccccc2Cl)CC1	-15	-3	-2	-3	4	4	1	12	-0.8	4
CCn1c(SCC(=O)Nc2cc3oc4ccccc4c3cc2OC)nnc1-c1cccs1	68	-8	-3	-7	0	-9	7	0	-1.6	9
COCCn1nnnc1C(c1cccs1)N1CCCC(C)C1 (stereo not drawn)	3	0	6	-7	0	-2	-21	-4	0.2	0
CCc1c(C)sc(NC(=O)C2CCCCC2C(=O)O)c1C(N)=O (stereo not drawn)	-3	3	3	-3	1	-8	-6	10	-1.4	1
N#Cc1nc(-c2cccs2)oc1NCc1ccccc1	-15	0	-3	0	0	-20	7	7	0.5	3
Cc1ccc(-n2nc(C)c(=O)c(-c3ccccc3)c2NC(=O)c2cccs2)cc1	-7	-1	5	-2	1	-12	-12	4	0.1	-3
CCOC(=O)c1cc(CC)sc1NC(=O)Cc1ccccc1	23	-1	-2	-5	-3	-10	20	15	0.2	x

Sorted by molecular weight (largest number first): part of the list above
SMILES	SR-BI DiI inh	NSD2 HMT inh	HTR5A ag ctr	dFosB act	V-ATPase pH	PvdQ acylase	HTR5A inv ctr	MITF act	CDK5 inh	Wnt bcat act
CS(=O)(=O)N1CCN(C(=O)c2cc(-c3cccnc3)nc3ccc(Br)cc23)CC1	-11	-2	2	-8	6	2	-6	-11	0.3	-1
Cc1ccc(-n2nc(C)c(=O)c(-c3ccccc3)c2NC(=O)c2cccs2)cc1	-7	-1	5	-2	1	-12	-12	4	0.1	-3
CCOC(=O)c1cc(CC)sc1NC(=O)Cc1ccccc1	23	-1	-2	-5	-3	-10	20	15	0.2	x

Screening data from PubChem.
